MCF10A rereplic: A quantitative high throughput screen for small molecules that induce DNA re-replication in MCF 10a normal breast cells; Potency, µM (titrated, usually from 46.1 µM), inactives show at the top dose activity, positive = re-replication, hits mostly activators; MCF 10A DNA re-replication, Hoechst nuclear intensity, 48 h; hit rate 2.9% among 350,000; note: potency is the fitted concentration of half-maximal effect; % of control where 0% means no effect; nearly all actives have a fitted effect of over 50% in size
KB-3-1 tox: qHTS assay for MDR1-selective chemotherapeutics: Primary screen using the parental adenocarcinoma cell KB-3-1; KB-3-1 viability, CellTiter-Glo ATP luminescence, 72 h; Potency, µM (top dose mostly 46.1 µM), without a hit: top-dose activity change, negative = cytotoxic, most hits filed as cytotoxic; hit rate 1.4% among 400,000; AID 1347075, 2019; note: potency is the fitted concentration of half-maximal effect; % is set by controls: 0 for no effect and ±100 for the full control effect; nearly all actives have a fitted effect of over 60% in size
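Parental KB-3-1 viability, qHTS format: 72 h compound exposure, 37 °C; CellTiter-Glo; media-only wells and DMSO plates as controls; concentration-effect fits on corrected data.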
HT1080 IDH1KD tx: qHTS for induction of synthetic lethality in tumor cells producing 2HG: qHTS for the HT-1080-IDH1KD cell line | HT-1080 IDH1 knockdown viability, ATP luminescence, 48 h | hit rate 2% among 360,000 | AID 686971, 2013 | Potency, µM (highest dose often 46.1 µM), for the others: top-dose activity, negative = toxicity, hits mostly cytotoxic;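 note: potency is the fitted concentration of half-maximal effect; 0% = DMSO wells and -100% = cell-free medium wells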
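Cytotoxicity counter-line: IDH1KD HT-1080, 48 h, CellTiter-Glo. Curves classed by r2, magnitude and activity.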
SW480 rerep: A quantitative high throughput screen for small molecules that induce DNA re-replication in SW480 colon adenocarcinoma cells; SW480 DNA re-replication, Hoechst DNA content imaging, 48 h; Potency, µM (doses to about 46.1 µM), for the others: top-dose re-replication activation, actives largely listed as activators; hit rate 1.8% among 340,000; AID 624297, 2012; note: potency is the fitted concentration of half-maximal effect; % of control where 0% means no effect; nearly all actives have a fitted effect of over 55% in size
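Hoechst fluorescence of nuclei (405 nm excitation, 500-530 nm emission) measured by plate-scanning imager after 48 hr compound exposure at 37 C; re-replication scored as increased number of nuclei with elevated intensity.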
HT1080NT lethal: qHTS for induction of synthetic lethality in tumor cells producing 2HG: qHTS for the HT-1080-NT fibrosarcoma cell line. Potency, µM (doses to about 46.1 µM), for the others: at the highest dose activity, negative = less viability, hits mostly cytotoxic. hit rate 1.6% among 360,000. AID 686970, 2013. HT-1080-NT fibrosarcoma viability, CellTiter-Glo ATP luminescence, 48 h;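 note: NT is the 2HG producing partner of a matched IDH1 knockdown line; potency is the fitted concentration of half-maximal effect; 0% = DMSO-treated cells and -100% = media-only wells without cells; nearly all actives have a fitted effect of over 55% in size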
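Read-out is CellTiter-Glo luminescence after 10 minutes at room temperature, following 48 hours' compound treatment of HT-1080-NT cells (750 cells/well, RPMI, 5% FBS, 37 degrees C).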
KB-V1 MDR tox: qHTS assay for MDR1-selective chemotherapeutics: Primary screen using the drug-selected MDR subline cells KB-V1; KB-V1 MDR cells viability, CellTiter-Glo, 72 h; Potency, µM (highest dose often 46.1 µM), for inactives: at the top dose activity change, negative = cytotoxicity, most hits filed as cytotoxic; hit rate 3.4% among 400,000; AID 1347076, 2019; note: potency is the fitted concentration of half-maximal effect; % is set by controls: 0 for no effect and ±100 for the full control effect; nearly all actives have a fitted effect of over 60% in size
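Luminescent ATP read-out (CellTiter-Glo, 10 min) measures survival of drug-selected KB-V1 MDR cells after 72 h, 37 degrees C compound exposure. Medium: phenol-red-free DMEM, 10% FBS. Values from fitted concentration-response curves.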
IL-1B inflam inh: qHTS for Inhibitors of Inflammasome Signaling: IL-1-beta AlphaLISA Primary Screen | THP-1 LPS/ATP IL-1B secretion, AlphaLISA, 16 h; hits give low values | activity change, % at 57.5 µM | hit rate 4.7% among 360,000; in the data active = activity change below about -50%; inconclusive = mostly about -30% to -49%; note: % is set by controls: 0 for no effect and ±100 for the full control effect
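THP-1 cells pretreated 1 hr with compounds (up to 57.5 uM final), then stimulated with LPS (250 ng/mL final) plus ATP (1.25 mM final); secreted IL-1B measured by AlphaLISA after 16 hr, decreased signal indicating inhibition.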
D3 ag: qHTS of D3 Dopamine Receptor Agonist: qHTS. hit rate 0.58% among 410,000. D3R DiscoveRx beta-arrestin cells, luminescence, 90 min. max activation, %. D(3) dopamine receptor (Homo sapiens), P35462; in the data active = max activation above about 30%; note: 0% is about no effect; mostly tested at two doses, the higher about 12 µM
Target sequence (P35462 whole entry, looked up): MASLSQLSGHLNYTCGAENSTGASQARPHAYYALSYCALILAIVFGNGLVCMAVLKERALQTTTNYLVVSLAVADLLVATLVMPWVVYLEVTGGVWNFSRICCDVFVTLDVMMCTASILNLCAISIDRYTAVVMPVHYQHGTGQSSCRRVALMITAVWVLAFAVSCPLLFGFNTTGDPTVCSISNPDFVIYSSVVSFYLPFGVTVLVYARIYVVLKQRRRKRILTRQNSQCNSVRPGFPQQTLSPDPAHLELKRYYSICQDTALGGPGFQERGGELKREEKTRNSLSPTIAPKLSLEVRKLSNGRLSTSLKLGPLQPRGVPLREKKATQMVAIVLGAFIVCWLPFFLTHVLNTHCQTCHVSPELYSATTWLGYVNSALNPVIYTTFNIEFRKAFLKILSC
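Agonist mode: compounds and dopamine controls were applied to plated cells for 90 min at 37 degrees C after an overnight attachment at 1500 cells/well. Luminescent read-out followed 30 - 60 minutes at room temperature with DiscoveRx detection reagent.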
HEK293 tox: qHTS of GLP-1 Receptor Inverse Agonists: Cytotox Screen; HEK293 cAMP-luciferase reporter cells, luminescence, 24 h; Potency, µM (doses to about 38.3 µM), for the others: at the top dose activity change, negative = inhibition, usual class: inhibitors; hit rate 0.13% among 410,000;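 note: loss of luciferase light is scored as toxicity; potency is the fitted concentration of half-maximal effect; % is set by controls: 0 for no effect and ±100 for the full control effect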
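Luminescence readout: signal drop marks cytotoxicity. Plated cells grew 12 h at 37 °C, 5% CO2, received 23 nL compound for 24 h, then got luciferase reagent, read after 12 min at RT.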
Starred values were filed as active, the others as inactive; ? = inconclusive; . = no result given; [ ] = another dose, or the depositor's remark. Unless noted, calls come from the whole dose curve; as a rule, active = well fitted curve in the direction sought with a large enough effect; inconclusive = small, poorly fitted or top-dose-only effect, or another doubt; inactive = no such curve, though single readings can be large; an effect the other way counts as inactive or inconclusive.

SMILES,MCF10A rereplic,KB-3-1 tox,HT1080 IDH1KD tx,SW480 rerep,HT1080NT lethal,KB-V1 MDR tox,IL-1B inflam inh,D3 ag,HEK293 tox
O=C(C1CCCO1)N1CCc2ccccc21 (stereo unspecified),7%,-3%,-4%,-3%,-4%,3%,0,-15,19%
CC12CCC=CC1=C(C=O)C1C2CCC2(C)C(O)CCC12 (stereo unspecified),?,18µM*,?,26%,-9%,?,-97*,5,?
CN(C(=O)c1cccs1)c1ccc(OCC(=O)Nc2ccc(C(=O)O)cc2)cc1,-6%,20%,-1%,-6%,1%,0%,0,3,-4%
COc1ccc(-c2nc(C=O)cs2)cc1,6%,13%,-18%,18%,-28%,14%,4,13,4%
CCCSc1cc(N2CCOCC2)nc(-c2ccccc2Cl)n1,?,2%,-4%,-4%,1%,-13%,2,-1,-13%
Cc1ccc(C(=O)OCC(=O)NCc2cccs2)cc1C,1%,13%,-10%,-3%,-1%,?,-7,-2,-1%[7.66 µM]
CC1=CC(=C2C(=O)c3ccccc3C2=O)C=C(C)N1C,14%,-15%,-4%,3%,0%,-13%,-25,3,-7%
COC(=O)c1ccc(NC(=O)C(C)N2Cc3ccccc3C2=O)cc1 (stereo unspecified),.,-4%,.,.,.,4%,.,-7,11%
CCc1nc2ccccc2c(C(=O)OCC(=O)NC(=O)c2cccn2C)c1C,3%,10%,8%,-12%,0%,-1%,31,-10,6%
COc1cccc(C(=O)Nc2ccc(NC(=O)c3ccc(C(C)(C)C)cc3)cc2)c1,.,-2%,.,.,.,-11%,.,-17,0%
CCOC(=O)NCC(C)(C)CNC(=O)OCC,9%,-3%,-3%,-6%,-1%,-17%,5,17,-10%
CC1(C)Cc2cccc(OCC(=O)Nc3ccccc3C(F)(F)F)c2O1,?,-15%,-2%,?,1%,-25%,0,2,5%
COc1ccc(NC(=O)Cn2nc(C)c3c(C)n(-c4ccccc4)nc3c2=O)cc1OC,.,1%,.,.,.,?,.,6,9%
COc1ccc(-c2[nH]ncc2CN2CCCCCCC2)c(OC)c1,-4%,10%,20%,-6%,12%,-7%,-10,-23,5%
O=C(O)CC1SC(=Nc2ccc(O)cc2)NC1=O (stereo unspecified),-27%,20%,28%,-4%,16%,37%,10,-25,-10%
CCCCCCCSc1nnc(-c2ccccc2N)c(=O)[nH]1,-33%[inhibitor],?,-17%,1%,-5%,1%,42,3,-4%
O=C(O)c1cccc([N+](=O)[O-])c1C(=O)Nc1ccc2ccccc2c1,3%,13%,-1%,2%,-7%,-4%,39,-5,2%
CCCN1CCN(C(=O)c2cc(COc3ccc(F)c(F)c3)on2)CC1,?,-1%,-4%,?,-12%,-5%,-22,-4,-10%
CCOCCn1c(SCCc2ccccc2)nc2c1c(=O)[nH]c(=O)n2C,9%,0%,0%,-16%,-11%,-8%,20,-2,-1%
C=CCn1c(SCC(=O)c2c(N)n(C)c(=O)n(C)c2=O)nc2sc(CC)cc2c1=O,-1%,7%,9%,-2%,22%,0%,22,5,-15%

Entries listed so far with fluorine:
SMILES,MCF10A rereplic,KB-3-1 tox,HT1080 IDH1KD tx,SW480 rerep,HT1080NT lethal,KB-V1 MDR tox,IL-1B inflam inh,D3 ag,HEK293 tox
CC1(C)Cc2cccc(OCC(=O)Nc3ccccc3C(F)(F)F)c2O1,?,-15%,-2%,?,1%,-25%,0,2,5%
CCCN1CCN(C(=O)c2cc(COc3ccc(F)c(F)c3)on2)CC1,?,-1%,-4%,?,-12%,-5%,-22,-4,-10%

Continued.
SMILES,MCF10A rereplic,KB-3-1 tox,HT1080 IDH1KD tx,SW480 rerep,HT1080NT lethal,KB-V1 MDR tox,IL-1B inflam inh,D3 ag,HEK293 tox
C=CCNC(=O)C(=O)N/N=C/c1cccc(Br)c1,-13%,-2%,18%,6%,14%,12%,-1,0,-11%
Cc1sc(NC(=O)CN(CCc2ccccc2)C(=O)C2CC2)c(C(N)=O)c1C,7%,0%,10%,-14%,5%,-1%,8,9,-11%
CCC(C)[C@H](NC(=O)[C@@H]1CSC2c3ccccc3C(=O)N21)C(=O)NCc1ccco1 (stereo partly specified),-3%,10%,1%,-10%,12%,7%,9,-2,-1%
CC(C)NC(=O)C1CCN(C(=O)C(C(=O)c2ccccc2)n2cc(Cl)ccc2=O)CC1 (stereo unspecified),-2%,-4%,4%,-9%,-1%,1%,6,3,0%
COc1ccc(C2C(C(N)=O)=C(C)Nc3nc(-c4ccccc4OC)nn32)cc1OC (stereo unspecified),5%,4%,1%,-1%,-1%,-2%,6,2,5%
O=C(CN1C(=O)COc2ccccc21)N1CCOCC1,5%,0%,0%,-7%,0%,-3%,-21,-5,3%
COc1ccc(CCNC(=O)C(=O)NCc2ccccc2)cc1OC,?,21µM*,21µM*,18µM*,16µM*,?,32,6,-29%
Cc1ccc(CN(C)C(=O)COC(=O)CSc2ccc([N+](=O)[O-])cc2)cc1,-1%,0%,13%,1%,21%,3%,4,-7,-12%
CCOC(=O)c1cnc(N2CCN(C(=O)OCC)CC2)[nH]c1=O,-8%,4%,15%,1%,16%,?,31,3,-10%
Cc1cc(C)n2cc(-c3ccc(Cl)cc3)c(C(=O)O)c2n1,?,-16%,-9%,12%,-5%,?,14,-13,3%
O=C(CCc1ccccc1)Nc1ncc2c(n1)CCCC2=O,-9%,2%,12%,-8%,8%,3%,2,-4,-6%
CC(C(=O)N1CCCC1)c1ccc([N+](=O)[O-])cc1 (stereo unspecified),0%,-11%,21%,-17%,?,-1%,0,5,1%
CCOc1ccc(CCNC(=O)COC(=O)c2ccc(Cl)nc2)cc1OCC,-2%,0%,-10%,-2%,-2%,0%,-6,-15,7%
COc1ccc(-c2ccc(CNCCCSc3nnnn3C)o2)cc1Cl,.,-13%,.,.,.,-17%,.,-24,-3%
O=C(CCCN1C(=O)c2ccccc2C1=O)NCCCN1CCOCC1,-13%,2%,16%,-8%,15%,4%,0,2,2%
Cc1nn(C)c(Cl)c1CN1CCN(CCC(C)C)C(CCO)C1 (stereo unspecified),1%,-4%,9%,-9%,4%,10%,18,-7,-16%
COc1ccccc1N1CCN(C(=O)c2cc3c(s2)CCC3)CC1,-7%,-4%,2%,0%,-4%,-10%,24,-13,-8%
COc1ccc(NC(=O)Cn2c(=O)n(Cc3ccco3)c(=O)c3sc4ccccc4c32)c(OC)c1,.,17%,.,.,.,5%,.,2,-8%
Cc1cccc(C)c1OCCN1CCCC1,-2%,21%,1%,-27%,-3%,0%,0,-10,-26%
CCO/N=C(/c1nonc1N)N1CCN(c2ccc([N+](=O)[O-])cc2)CC1,2%,-5%,-6%,-2%,-5%,2%,-2,-1,-4%
COC(=O)c1ccc(CO/N=C/c2ccc(OC)cc2OC)cc1,-3%,1%,21%,4%,1%,24%,5,7,-21%
CCOc1ccccc1NC(=O)C1CCN(C(=O)NCc2ccccc2)CC1,-8%,-1%,21%,-7%,12%,?,-13,1,0%
COC(=O)COc1ccc(S(=O)(=O)NCc2ccc3c(c2)OCO3)cc1C,11%,5%,10%,?,6%,?,10,7,9%
COc1ccc(CC(=O)N/N=C/c2cccnc2)cc1OC,-27%,8%,12%,-21%,0%,11%,18,7,-6%
O=c1[nH]c(=S)[nH]nc1Cc1ccccc1,-175%[0.0737 µM],-6%,-12%,-4%,-6%,10%,-8,-8,12%
Cc1onc(-c2ccccc2Cl)c1C(=O)N1CC(C)OC(C)C1 (stereo unspecified),?,3%,6%,-3%,2%,?,14,-2,-2%
CC1CN(C(=S)NC(=O)c2ccccc2)CC(C)O1 (stereo unspecified),1%,11%,11%,-6%,0%,6%,-3,4,?
OC(COc1c(F)cc(Br)cc1F)CN1CCN(c2ccc(F)cc2)CC1 (stereo unspecified),17%,?,-3%[9.24 µM],-3%,-21%,16µM*,-20,3,-17%
O=C(Nc1ccccc1)c1ccccc1NC(=O)[C@H]1CCCC[C@H]1C(=O)O,7%,2%,11%,5%,3%,0%,12,0,-13%
CCCC(=O)NC(c1ccc(N(C)C)cc1)c1ccc2cccnc2c1O (stereo unspecified),?,?,?,?,?,-9%,172,18,-45%
O=C(NCCCN1CCOCC1)C1(c2ccccc2)CCOCC1,-184%[0.0737 µM],6%,9%,3%,-1%,29%,-1,3,3%
COc1ccccc1-c1c(C)nn2c(N3CCN(c4ccccc4)CC3)cc(C)nc12,.,6%,.,.,.,0%,.,-1,-3%
Cc1ccc(S(=O)(=O)N2CCN(C(=O)c3ccccc3OCc3c(C)noc3C)CC2)cc1,42%,?,-7%,?,-10%,?,15,-4,-2%

From PubChem
